High-throughput results deposited in PubChem by National Center for Advancing Translational Sciences (NCATS).
TDP1 cell CPT: DT40-hTDP1 cell growth loss with CPT. chicken DT40 Tdp1-/-;hTDP1 cells + 20 nM CPT, ATP luminescence, 48 h. Potency, µM (series often up to 46.2 µM), for inactives: at the top dose activity change, negative = growth inhibition, usual class: inhibitors. 420,000 tested, 12% active; note: nearly all actives have a fitted effect of over 55% in size
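Cell growth measured by CellTiter-Glo luminescence after a minimum 48 h, 37 C compound exposure with 20 nM CPT in Tdp1-knockout DT40 cells stably expressing hTDP1, seeded 400/well; qHTS titration format.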
TDP1 block: inhibitors of human tyrosyl-DNA phosphodiesterase TDP1; Q9NUW8; recombinant TDP1, AlphaScreen DNA substrate cleavage; Potency, µM (highest dose often 130 µM), inactives show at the highest dose activity change, negative = inhibition, usual class: inhibitors; 350,000 tested, 0.28% active; AID 485290; note: nearly all actives have a fitted effect of over 40% in size
Target sequence (Q9NUW8 whole entry, looked up): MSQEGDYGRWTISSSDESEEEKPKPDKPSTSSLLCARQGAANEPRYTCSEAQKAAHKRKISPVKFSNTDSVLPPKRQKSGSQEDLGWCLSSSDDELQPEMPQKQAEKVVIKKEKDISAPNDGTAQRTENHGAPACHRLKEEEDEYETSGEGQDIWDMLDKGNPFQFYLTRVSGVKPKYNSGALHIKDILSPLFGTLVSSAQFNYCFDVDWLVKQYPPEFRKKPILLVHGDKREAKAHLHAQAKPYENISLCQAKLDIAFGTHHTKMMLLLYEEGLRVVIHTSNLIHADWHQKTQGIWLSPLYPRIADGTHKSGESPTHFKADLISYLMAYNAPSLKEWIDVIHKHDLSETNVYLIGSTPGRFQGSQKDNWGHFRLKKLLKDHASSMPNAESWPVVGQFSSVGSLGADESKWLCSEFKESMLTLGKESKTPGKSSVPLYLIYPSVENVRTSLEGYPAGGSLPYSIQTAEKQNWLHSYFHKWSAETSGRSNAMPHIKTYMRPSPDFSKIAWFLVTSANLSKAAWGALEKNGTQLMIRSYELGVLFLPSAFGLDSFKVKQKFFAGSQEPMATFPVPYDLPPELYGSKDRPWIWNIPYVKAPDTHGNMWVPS
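Compounds were preincubated with Tdp1 (1 nM final) for 15 min at room temperature before substrate (15 nM final) started a 5 min reaction; beads (10 ug/ml final) were then added for 10 min before AlphaScreen detection.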
TDP1 cell noCPT: qHTS for Inhibitors of human tyrosyl-DNA phosphodiesterase 1 (TDP1): qHTS in cells in absence of CPT | DT40 Tdp1-/- hTDP1 cells, no CPT, ATP luminescence, 48 h | Potency, µM (highest dose often 46.2 µM), for the others: at the highest dose activity change, negative = growth inhibition, usual class: inhibitors | 420,000 tested, 15% active | AID 686978, 2013; note: nearly all actives have a fitted effect of over 55% in size
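Seeded 400 DT40-hTDP1 cells/well (vehicle DMSO, no 20 nM CPT); pinned compounds; ≥48 hr at 37 °C; CellTiter-Glo luminescence as viability measure.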
* marks the source's active call; other numbers are inactive results; ? = inconclusive; · = no result given; [ ] = remark or other dose. Calls come from the whole dose curve; as a rule, active = well fitted curve in the direction sought with a large enough effect; inconclusive = small, poorly fitted or top-dose-only effect, or another doubt; inactive = no such curve, though single readings can be large; an effect the other way counts as inactive or inconclusive. % is set by controls: 0 for no effect and ±100 for the full control effect; potency is the fitted concentration of half-maximal effect.

The line under a structure holds: TDP1 cell CPT	TDP1 block	TDP1 cell noCPT
- NC(=S)Nc1cccc(F)c1
 : 5%	6%	-6%
- CCOC(=O)NC(=O)/C(C#N)=N\Nc1ccc(Cl)cc1
 : -4%	8%	-16%
- O=C(Cc1ccc(Cl)cc1)NNC(=O)c1ccco1
 : 7%	-2%	28%
- COc1ccc(/C=C\c2onc(C)c2S(=O)(=O)N2CCC(C(=O)Nc3cccc(OC)c3)CC2)cc1
 : 15µM*	-5%	16µM*
- CSc1nc2ncc(C#N)cn2n1
 : 4%	-1%	-16%
- COCCCNC(=S)Nc1ccccc1[N+](=O)[O-]
 : 19%	3%	-7%
- CC(C)c1ccc(NC2CCCN(C(=O)c3ccnn3C)C2)cc1 (stereo not given)
 : -26%	0%	?
- CCC(CC)c1nnc(NC(=O)COc2ccc3c(c2)OCO3)s1
 : ?	9%	?
- CC(O)CN=c1cc(-c2ccccc2)oc2ccc(Cl)cc12 (stereo not given)
 : ?	-4%	16µM*
- Cc1ccc(S(=O)(=O)NCCC(=O)NNC(=O)COc2ccc(Br)cc2)cc1C
 : -1%	1%	-29%
- COc1cc(N(C(C)=O)c2ccc(O)cc2)c2ncccc2c1
 : -18%	·	-4%
- O=C(COC(=O)c1ccc(O)cc1)Nc1cccc(S(=O)(=O)NC2=NCCC2)c1
 : 5%	2%	1%
- CC(C)CC(C(=O)N1CCOCC1)N1Cc2ccccc2C1=O (stereo not given)
 : 0%	0%	2%
- COc1ccc(OC(C)C(=O)NC(C)c2ccccc2)cc1 (stereo not given)
 : -1%	·	-14%
- Cc1ccccc1Nc1nc(N)nc(CSc2ccccc2)n1
 : 12%	3%	?
- COC(=O)c1c(-c2ccc(C)cc2)csc1NC(=S)NC(=O)c1ccc(F)cc1
 : ?	4%	?
- Nc1ccc(-n2nncc2-c2ccccc2)cc1
 : 4%	8%	-4%
- NC(=O)c1oc2ccccc2c1NC(=O)CCc1ccccc1
 : 1%	1%	?
- CCC(=O)Nc1nc2ccc([N+](=O)[O-])cc2s1
 : ?	2%	?
- CCN(CC)c1ccc(/C=N/N2CCOCC2)cc1
 : 0%	-3%	-1%

In a second layout: 3 of the compounds above
O=C(COC(=O)c1ccc(O)cc1)Nc1cccc(S(=O)(=O)NC2=NCCC2)c1
  TDP1 cell CPT = 5%
  TDP1 block = 2%
  TDP1 cell noCPT = 1%

CC(C)CC(C(=O)N1CCOCC1)N1Cc2ccccc2C1=O (stereo not given)
  TDP1 cell CPT = 0%
  TDP1 block = 0%
  TDP1 cell noCPT = 2%

COc1ccc(OC(C)C(=O)NC(C)c2ccccc2)cc1 (stereo not given)
  TDP1 cell CPT = -1%
  TDP1 block = ·
  TDP1 cell noCPT = -14%

Other entries follow:
The line under a structure holds: TDP1 cell CPT	TDP1 block	TDP1 cell noCPT
- O=C(Oc1ccc(N2C(=O)CCC2=O)cc1)c1ccco1
 : -6%	2%	-4%
- CCn1c(SCC(=O)N2CCc3ccccc32)nnc1-c1ccco1
 : 4%	3%	-21%
- CCCCn1c(SCC(=O)Nc2cc(C)on2)nnc1-c1cccs1
 : -2%	·	-7%
- CCN(c1ccc(NC(=O)COC(=O)c2ccc3ccccc3n2)cc1)C(C)C
 : ?	5%	-28%
- COc1ccc(NC(=O)COc2ccccc2C(N)=O)cc1S(=O)(=O)N1CCCCC1
 : -10%	·	?
- CCOC(=O)Cn1c(=NC(=O)c2nc3ccccc3s2)sc2cc(S(N)(=O)=O)ccc21
 : ?	2%	?
- CCOC(=O)c1cc(C(=O)Nc2cccc(C)c2)nn1C
 : -21%	-2%	?
- Cc1nn(C(C)(C)C)c(OC(=O)c2cccc(F)c2)c1Sc1ccccc1
 : ?	0%	?
- CCCCNc1nc2c(-c3cccc(C)c3)nnn2c2ccccc12
 : -20%	6%	-19%
- CCCCNC(=O)c1nn(-c2ccccc2OC)c(=O)c2ccccc12
 : ?	5%	-29%
- CN(C)S(=O)(=O)c1cccc(NC(=O)COC(=O)/C=C/c2cccs2)c1
 : 8%	5%	-17%
- O=C(NCC1CCCO1)c1ccc(Br)c(S(=O)(=O)N2CCOCC2)c1 (stereo not given)
 : 1%	0%	1%
- Cc1ccc(-c2nnc(SCC(=O)N3c4ccccc4NC(=O)C3(C)C)n2N)cc1
 : -1%	0%	-17%
- O=C(Nc1ccc(Cc2ccncc2)cc1)c1ccc([N+](=O)[O-])o1
 : ?	4%	?
- O=C(NCC(=O)N1CC=C(c2ccccc2)CC1)c1ccccc1Br
 : ?	3%	21µM*
- COc1ccc(Cl)cc1NC(=O)CN(c1cc(C)cc(C)c1)S(=O)(=O)c1c(C)n[nH]c1C
 : ?	0%	?
- C#CCN1C(=O)C(O)(CC(=O)c2cc(OC)ccc2OC)c2ccccc21 (stereo not given)
 : ?	4%	16µM*
- CC1CCCCN1C(=O)COC(=O)CSc1ccc(C(N)=O)cc1[N+](=O)[O-] (stereo not given)
 : 9%	·	2%
- CCc1cc(C(=O)N/N=C/c2ccc(O)cc2)c2ccccc2n1
 : -27%	-13%	8.2µM*
- Nc1nonc1-n1nnc(C(=O)N/N=C/c2cccnc2)c1CSc1ccc(Cl)cc1
 : 23µM*	5%	?
- COc1cccc(C2=CC(=O)C[C@H](c3ccc(F)cc3)C2)c1OC
 : ?	-5%	-29%
- Cc1cc(NC(=O)CS(=O)(=O)c2cn(Cc3ccccc3Cl)c3ccccc23)no1
 : ?	0%	?
- N=c1c2c(n(Cc3ccccc3)c3c1CCC3)CCC2
 : 1.6µM*	6%	0.58µM*
- COc1ccc(NC(C#N)c2ccccc2OCc2ccccc2)cc1 (stereo not given)
 : ?	0%	?
- O=C(CS(=O)CC(=O)N(CC(=O)NC1CCCC1)c1ccc2c(c1)OCCO2)Nc1ccc(F)cc1 (stereo not given)
 : 4%	6%	6%
- O=C(O)CN1C(=O)/C(=C\c2cccc(OCc3ccccc3F)c2)SC1=S
 : 1%	·	-1%
- CC(=O)c1cccc(CN2CCC(n3nccc3NC(=O)CCCc3ccccc3)CC2)c1
 : -23%	5%	-15%
- CC(=O)NCCc1ccc(S(=O)(=O)NCc2ccc3c(c2)OCO3)cc1
 : -5%	7%	-12%
- CCOC(=O)c1c(CN(C)C)oc2cc(CN(C)C)c(O)c(CSc3ccccc3)c12
 : -21%	9%	-24%
- COc1ccc(S(=O)(=O)N2CCOCC2)cc1NC(=O)CSc1cc(C)ccc1C
 : ?	0%	?
- CC1CC(C)CN(C(=O)c2ccc(NS(=O)(=O)c3ccc4[nH]c(=O)[nH]c4c3)cc2)C1 (stereo not given)
 : 6%	0%	2%
- Cn1c(Cc2ccccc2)nnc1SCC(=O)NCCc1ccccc1
 : ?	-3%	-16%
- COc1ccc(N2CCN(C(CNC(=O)c3cccc(OC)c3)c3cccnc3)CC2)cc1 (stereo not given)
 : ?	5%	?
- C=CCc1c(N(CC)CC)nc(C)[nH]c1=O
 : -11%	-1%	-28%
- CCc1ccc(NC(=O)Cn2c(=O)n(Cc3ccc(C)cc3)c(=O)c3cccnc32)cc1
 : ?	-4%	-11%
- CCN(CC)CCCNC(=O)CC1Sc2ccccc2NC1=O (stereo not given)
 : 0%	-2%	1%
- COc1ccc(Br)cc1CNCCSc1nnnn1C
 : -17%	5%	-22%
- Cc1ccc(N2CC(=O)N(c3ccc(C)cc3)CC2=O)cc1
 : 7%	0%	-19%
- Cc1ccc(C(=O)NCC(=O)OCC(=O)Nc2ccc(Cl)cc2C(F)(F)F)cc1C
 : -4%	0%	-2%
- COc1cc(NS(=O)(=O)c2cc3c(cc2C)N(C)CCO3)cc(OC)c1OC
 : 21µM*	-6%	15µM*
- COc1ccccc1NS(=O)(=O)c1cccc(C(=O)N2CCCC2)c1
 : 1%	0%	19%
- COc1cccc2c1SCc1ccccc1C2CC(N)=O (stereo not given)
 : 0%	·	-5%
- COc1ccc(NC(=O)c2ccco2)c(NC(=O)c2ccc([N+](=O)[O-])cc2)c1
 : -18%	-8%	10%
- O=C(N/N=C\c1ccc[nH]1)c1cncc(Br)c1
 : -15%	3%	-21%
- COc1cc(S(=O)(=O)N(Cc2ccc(C)cc2)Cc2ccco2)ccc1-n1cnnn1
 : ?	0%	?
- O=C(c1cc([N+](=O)[O-])cc([N+](=O)[O-])c1)N1CCN(C(=O)c2ccco2)CC1
 : -23%	·	-9%
- CCOC(=O)C1=C(CC)Nc2ccccc2N=C1NC(=O)Nc1ccccc1OC
 : -10%	3%	5%
- COc1ccccc1-c1nnc2n1N=C(C)CS2
 : 0%	0%	-3%
- Cc1cccc(C(=O)NCC(=O)N2CCN(S(=O)(=O)/C=C/c3ccccc3)CC2)c1
 : 8%	0%[56.1 µM]	-4%
- Cc1ccc([N+](=O)[O-])cc1NC(=O)CN1CCCCC1
 : -4%	3%	4%

Some of the entries so far, tab-delimited:
SMILES	TDP1 cell CPT	TDP1 block	TDP1 cell noCPT
Cc1ccc([N+](=O)[O-])cc1NC(=O)CN1CCCCC1	-4%	3%	4%
COc1cc(S(=O)(=O)N(Cc2ccc(C)cc2)Cc2ccco2)ccc1-n1cnnn1	?	0%	?

Additional compounds
The line under a structure holds: TDP1 cell CPT	TDP1 block	TDP1 cell noCPT
- Cc1cnc(-n2ncc(C(=O)NCC3COCCO3)c2C2CC2)nc1-c1cccs1 (stereo not given)
 : -7%	·	-13%
- O=C(Nc1ccc(Cl)cc1)N1CCC(CO)(Cc2ccccc2)CC1
 : ?	-2%	?
- COc1cccc(C2=NOC(C(=O)NCc3cccs3)C2)c1 (stereo not given)
 : 21µM*	1%	15µM*
- COc1ccc(-c2c(Sc3ccccc3)c3cc(-c4ccc(OC)c(F)c4)ccc3n2C)cc1
 : 3%	·	-26%
- N/C(Cc1ccc([N+](=O)[O-])cc1)=N\OC(=O)COc1ccc2ccccc2c1
 : 2%	5%	-5%
- CCS(=O)(=O)CCSc1nc(C)cc(C)n1
 : -11%	-2%	-2%
- Cc1ccc(S(=O)(=O)N(C)c2ccc(OC(=O)CN3C(=O)NC4(CCCC4)C3=O)cc2)cc1
 : ?	·	?
- COc1cc(CN2C(=S)NC(C)(C)CC2(C)O)cc(OC)c1 (stereo not given)
 : 1%	-5%	-6%
- COc1ccc(C(=O)CSc2nnc(-c3cc4ccccc4cc3O)n2Cc2ccco2)cc1
 : 21µM*	-5%	?
- Cc1cc(/C=C(\C#N)C(=O)NC2CCCCCC2)c(C)[nH]1
 : -28%	-3%	?
- COCCN(C(=O)c1snc(C(N)=O)c1N)C(C(=O)NC1CCCCC1)c1ccc(N(C)C)cc1 (stereo not given)
 : -26%	·	15µM*
- CCCCNC(=O)N1CCc2ccccc2C1
 : -23%	1%	-28%
- O=C(c1ccccc1-n1cccn1)N1CCOc2ccc(CN3CCOCC3)cc2C1
 : 12%[9.04 µM]	·	-22%
- NS(=O)(=O)c1ccc(CCNC(=O)Cn2c(-c3cccs3)cc3ccccc32)cc1
 : -29%	6%	?
- COCCCNC(=O)C(=O)N/N=C/c1ccc(OCC(=O)Nc2cccc(Cl)c2C)c(OC)c1
 : -6%	6%	8%
- CC(O)CN(C)CC/C=C1/c2ccccc2CSc2ccccc21 (stereo not given)
 : ?	-3%	?
- CN(Cc1ccco1)C(=O)c1cccc(S(=O)(=O)N2CCN(Cc3ccccc3)CC2)c1
 : ?	·	?
- CCOP(=O)(NC(c1ccccc1)c1nc2ccccc2[nH]c1=O)OCC (stereo not given)
 : 4%	·	-17%
- O=[N+]([O-])c1ccccc1/C=N/NC1=NS(=O)(=O)c2ccccc21
 : -9%	-5%	-23%
- COC(=O)c1ccccc1NC(=S)N(Cc1ccc2c(c1)OCO2)Cc1cc2cc(OC)ccc2[nH]c1=O
 : 9.2µM*	0%	16µM*
- Cc1ccc(NC(=O)CCCn2c(=O)c3cccn3c3cccnc32)cc1C
 : ?	-3%	?
- Cc1cccc(NC(=O)CN(C)S(=O)(=O)c2cnc[nH]2)c1
 : 2%	1%	1%
- Cc1sc(NC(=S)NC(=O)C2CCCCC2)c(C(N)=O)c1C
 : -8%	-2%	-6%
- Cc1ccc(CCNC(=O)CCn2nc(-c3ccc(C)cc3)ccc2=O)cc1
 : 23µM*	3%	?
- Cc1nn(Cc2ccc(C(=O)NN)o2)c(C)c1Cl
 : -12%	6%	-20%
- Cc1nn(C)c(Cl)c1CN1CCN(CC(C)C)C(CCO)C1 (stereo not given)
 : -2%	3%	6%
- Cc1ccc(S(=O)(=O)NCCc2sc3nc(-c4ccccc4)nn3c2C)cc1C
 : -6%	0%	-29%
- CCOc1ccc(NS(=O)(=O)c2ccc3[nH]c4c(c3c2)CCCCC4)cc1
 : 23µM*	6%	18µM*
- O=C1c2ccccc2C(Nc2ccccc2)N1c1ccc(Cl)cn1 (stereo not given)
 : ?	-1%	?
- Cc1ccc(S(=O)(=O)c2nnn3c2nc(NCc2ccccc2Cl)c2sccc23)cc1
 : ?	-5%	?
- CCN1C(=O)/C(=C\c2ccc(-c3ccc([N+](=O)[O-])cc3OC)o2)SC1=Nc1cccc(C(=O)O)c1
 : -23%	-3%	1%
- Nc1nnc(Cc2ccc(F)cc2)s1
 : -9%	-1%	-4%
